Screening results (PubChem)
IEC-6 cytotox = kills IEC-6 intestinal cells in KLF5 counter-screen. IEC-6 cytotoxicity, luminescence viability. inhibition, % at 5 µM. 290,000 tested, 0.78% active. AID 1825; in the data active = inhibition above about 22%;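 note: 0% = plate median of test compound wells and 100% = cytotoxic reference compound wells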
AI-2 QS mod = modulators of Vibrio harveyi AI-2 quorum sensing system | Vibrio harveyi JMH597 AI-2 luminescence/OD600 ratio, 9 h; stronger effect = lower value; strain lacks LuxN and CqsS sensors; 0 = neutral-control median | activity change, % at 7.5 µM | 300,000 tested, 0.4% active; in the data active = activity change below about -75%, passing the limit was not always enough;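 note: luminescence divided by OD600 gain over 9 h not by final OD600 alone; inactives centre near 13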
HIF activator = HIF pathway transcriptional activation; 300,000 tested, 0.32% active; U2OS HRE-luciferase reporter, luminescence; normalized: DMSO 0%, desferrioxamine 100%; activation, % at 7.5 µM (by protocol);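 active = mean activation of at least 10% of the iron chelator positive control signal, with at least half of replicates also reaching 10%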
HSF-1 act = increases HSF-1 driven luciferase reporter signal. NIH3T3-HGL HSF-1 luciferase reporter, MG132, 8 h; 100% = twice DMSO control signal. activation, % at 9 µM. 300,000 tested, 1.7% active;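 active = mean replicate activation of at least 50% with a set share of replicates each reaching 50%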;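 note: 0% = median of the neutral control wells and 100% = twice that signal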
KLF5 inh = suppresses KLF5 promoter-driven expression | DLD-1 KLF5 promoter-luciferase reporter, luminescence | inhibition, % at 5 µM | 290,000 tested, 0.23% active;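 active = inhibition above a per-plate limit of that plate's mean compound inhibition plus 3 SD, cut at about 60% in these data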;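 note: 0% = DMSO wells and 100% = LY294002 at 200 µM; higher means less KLF5 promoter-driven luciferase light; inactives centre near -14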
HSF1 inhib = HSF1 inhibition; NIH3T3-HGL HSE-luciferase, MG132-induced, luminescence 8 h; stronger effect = lower value; activity change, negative = inhibition, % at 7.5 µM (by protocol); 300,000 tested, 0.77% active; AID 2098;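 active = more than half of replicate wells show activity change below -50%, luminescence cut by over half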;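 note: luciferase reports HSF-1 transcriptional activity via heat shock element; 0% = median of DMSO wells and -100% = zero luminescence signal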
HDAC3 inh = blocks human histone deacetylase 3; O15379; recombinant HDAC3, fluorogenic peptide/trypsin coupled, fluorescence; inhibition, % at 8.3 µM; 320,000 tested, 0.15% active; in the data active = inhibition above about 26%, passing the limit was not always enough
Target sequence (O15379 whole entry, looked up): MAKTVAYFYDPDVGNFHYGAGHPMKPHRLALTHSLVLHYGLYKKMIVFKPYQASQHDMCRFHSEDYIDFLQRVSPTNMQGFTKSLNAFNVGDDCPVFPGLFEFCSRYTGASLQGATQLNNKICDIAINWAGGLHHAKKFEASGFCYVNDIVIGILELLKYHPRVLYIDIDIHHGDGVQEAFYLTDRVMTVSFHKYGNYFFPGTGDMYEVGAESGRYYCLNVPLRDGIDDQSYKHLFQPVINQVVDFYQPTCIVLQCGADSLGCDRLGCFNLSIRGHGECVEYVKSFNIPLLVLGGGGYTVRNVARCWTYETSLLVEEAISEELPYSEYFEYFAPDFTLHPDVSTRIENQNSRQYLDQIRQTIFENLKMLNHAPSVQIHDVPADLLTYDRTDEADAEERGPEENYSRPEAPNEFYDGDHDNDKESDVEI
HSP90 refold inh = HSP90 refolding inhibition in rabbit reticulocyte lysate | luciferase refolding luminescence, 3 h | inhibition, % at 5.6 µM | 290,000 tested, 0.91% active | AID 1789;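 active = inhibition above the screen-wide mean plus 3 SD, computed separately per campaign, cut at about 16% in these data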;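 note: 0% = DMSO wells and 100% = 60 µM geldanamycin wells; inhibitors lower the luminescence because luciferase stays unfolded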
aSyn UTR inh = MLPCN primary screen, SNCA 5' untranslated region. 300,000 tested, 0.82% active. inhibition, % (tested at 7.5 µM). alpha-synuclein 5'UTR reporter, inhibitor activity. AID 1813; in the data active = inhibition above about 60%;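 note: H4 neuroglioblastoma cells stably carrying SNCA 5'UTR luciferase fusion; 0% = DMSO wells and 100% = positive control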
Platelet DG rel = modulates dense granule release in human platelets; AID 1663; human platelet-rich plasma, SFLLRN dense granule ATP release, luminescence; 300,000 tested, 0.22% active; inhibition, %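 (compounds screened at 7.5 µM in platelet-rich plasma)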;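 active = mean replicate score, as percent of positive control, at or above 50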
Starred values were filed as active, the others as inactive; / = no result given.

SMILES	IEC-6 cytotox	AI-2 QS mod	HIF activator	HSF-1 act	KLF5 inh	HSF1 inhib	HDAC3 inh	HSP90 refold inh	aSyn UTR inh	Platelet DG rel
COc1ccc(C(=O)NC(C)Cn2nc(C)cc2C)cc1OC1CCN(C(C)=O)CC1 (centres undefined)	0	25	0.7	4	-16	6	-3	-6	-13	0
O=C(NC(=O)c1cccc(F)c1)Nc1nc(-c2ccc(F)cc2)cc(C(F)(F)F)n1	1	17	/	/	-21	/	1	4	/	/
CNc1ccn(C2CCCO2)c(=O)n1 (centres undefined)	-2	16	-0.8	3	-19	-7	-3	-1	5	1
COc1ccc(N2CCN(C(=O)CSc3nnc(COc4cccc5cccnc45)o3)CC2)cc1	5	11	-0.5	-16	-3	-15	7	0	27	3
COc1nc(-c2cccc([N+](=O)[O-])c2)nc2ccccc12	8	4	0.6	-8	-26	-1	5	1	-26	-26
COc1cccc(/C=N/n2nnnc2N)c1	2	11	-0.3	12	-10	1	1	0	-13	-15
COc1ccc(SCCc2ccncc2)cc1	-10	-41	0.5	-14	-42	-6	-4	0	16	-1
OCCCc1n[nH]c(=S)n1-c1ccccc1	0	5	-0.1	-10	1	-6	9	-7	8	-7
NC(Cc1ccc(Oc2ccc(O)cc2)cc1)C(=O)O (centres undefined)	1	38	0.0	-16	-21	-2	-1	-2	0	-1
O=C(NC1CCCC1)c1cc2nc(-c3ccco3)cc(C(F)(F)F)n2n1	4	3	-0.2	7	-20	-8	6	-1	-17	-12
CC1(C)CC(=O)c2cc(C(=O)O)c(=O)n(-c3ccccc3)c2C1	2	25	-0.2	0	-1	4	-2	1	15	2
COc1ccc(NC(=O)N2CCC(c3ccccc3)C2)c(OC)c1 (centres undefined)	1	42	0.1	6	8	1	2	0	15	8
Cc1ccc(CN2CCN(/N=C/c3sccc3C)CC2)c(C)c1	0	10	0.2	24	-14	-5	7	0	-28	-5
Cc1cc(C)nc(N2CCC(C(=O)O)CC2)n1	-7	17	-0.1	-7	-31	-6	-5	-3	8	-2
Cc1ccc(S(=O)(=O)N2CCC[C@H]2C(=O)OC(C)C(=O)Nc2ncc(Cl)cc2Cl)cc1 (some centres undefined)	0	16	-2.6	-6	-4	-3	-5	0	4	4
CC1CCN(CCc2nc3cc(NC(=O)COc4ccc(Cl)cc4)ccc3n2C)CC1	-4	20	-1.1	72*	-13	52	-14	2	29	16
O=C(CCSc1nccn1Cc1ccccc1)N1CCOCC1	7	13	0.3	12	-20	3	8	1	-9	2
CSc1ccc(CNC(=O)Cc2ccc(NC(=O)C3=C(C)OCCS3)cc2)cc1	27*	9	7.3	9	-40	10	1	1	-153	9
CCCCn1c(N)c(N(CC)C(=O)c2ccc(C)cc2)c(=O)[nH]c1=O	0	23	0.3	47	-31	10	1	3	14	-3
c1ccc2sc(-c3ccncc3)nc2c1	2	18	/	/	-76	/	-1	2	-111	3
O=C1N(Cc2cccnc2)C[C@@H]2C[C@@H](c3ccccc3C#Cc3ccccc3)N3CCC[C@@]123	5	26	-0.3	-8	-24	7	4	3	-8	-1
COc1ccc(C)cc1N(C(=O)CNC(=O)c1ccco1)C(C(=O)NCC1CCCO1)c1ccccc1 (centres undefined)	0	14	0.1	6	2	-4	-6	-1	-6	1
COc1ccccc1/C=C/C=N/NC(=O)CN1CCN(S(=O)(=O)c2ccc(C)cc2)CC1	0	33	-0.3	-3	-2	16	8	4	-11	9
c1cncc(-c2nnc(-c3cccnc3)nn2)c1	3	-2	0.6	12	-14	-1	8	7	-34	0
CN(C)/C=C1\SC(=S)N(N2C(=O)C3C4C=CC(C4)C3C2=O)C1=O (centres undefined)	0	10	4.0	-19	19	-6	3	-2	17	0
Cc1ccccc1C(=O)Nc1ccc(C(=O)N/N=C/c2ccc(O)c(Br)c2)cc1	2	45	-0.8	22	-1	0	6	1	-4	-14
COc1ccc(CCNC(=O)/C=C/C(=O)O)cc1OC	2	31	-0.9	-20	-36	-4	-8	1	31	-1
Cc1c(NC(=O)c2cccc(NC(=O)c3ccco3)c2)cccc1C(=O)O	-3	29	-0.1	7	-19	-6	7	-1	26	4
O=C(O)CCSc1nnc(-c2ccncc2)n1-c1ccccc1	-2	-22	-0.5	-17	-18	-10	-2	-1	4	2
COc1ccc(N(Cc2cc3cc(OC)ccc3[nH]c2=O)C(=O)c2cccnc2)cc1	-1	/	/	/	-17	/	2	1	/	/
Cc1noc(C)c1CSCC(=O)Nc1ccccc1N1CCCCC1	/	4	0.1	14	/	3	/	/	5	0
Cc1cc(=O)oc2c1c(C)nn2-c1ccc(Br)cc1	6	15	0.1	0	17	-5	-2	6	0	-3
CC(C(=O)NN=C(c1ccccc1)c1ccccc1)N1CCCC1 (centres undefined)	8	7	-1.0	55*	-20	17	2	0	4	7
COc1ccc(NC(=O)CN2C(=O)C(C)Oc3ccccc32)cc1OC (centres undefined)	-3	20	-0.3	-6	-7	2	0	-3	-1	-11
COC(=O)CN1C(=O)C2(C(C#N)=C(N)Oc3cc(C)oc(=O)c32)c2ccccc21 (centres undefined)	-2	0	-0.1	3	-12	1	-3	1	0	3
Cc1ccc2nc(/C(C#N)=C\c3ccc(OC(=O)c4cccs4)cc3)[nH]c2c1	4	14	6.7	23	-4	9	-8	31*	-283	-2
CCOc1ccc(C(=O)Nc2ccc(Cc3ccncc3)cc2)cc1Br	1	12	0.1	-3	-13	-4	0	-1	-4	-3
COc1cc2c(cc1OC)C(c1ccccc1)N(C(=O)C(C)(C)C)CC2 (centres undefined)	6	14	-0.8	17	-17	4	/	0	-10	-1
O=C(CCC1CCCN(C(=O)Cn2cnnn2)C1)NCc1ccc(F)c(F)c1 (centres undefined)	-2	12	0.9	23	-47	1	5	-5	-11	1
CN1CCN(S(=O)(=O)c2cc(C(F)(F)F)ccc2Cl)CC1	-2	-4	0.0	-7	-23	-6	4	4	-20	6

Six compounds picked at random from those above:
SMILES	IEC-6 cytotox	AI-2 QS mod	HIF activator	HSF-1 act	KLF5 inh	HSF1 inhib	HDAC3 inh	HSP90 refold inh	aSyn UTR inh	Platelet DG rel
CC(C(=O)NN=C(c1ccccc1)c1ccccc1)N1CCCC1 (centres undefined)	8	7	-1.0	55*	-20	17	2	0	4	7
COC(=O)CN1C(=O)C2(C(C#N)=C(N)Oc3cc(C)oc(=O)c32)c2ccccc21 (centres undefined)	-2	0	-0.1	3	-12	1	-3	1	0	3
Cc1ccc2nc(/C(C#N)=C\c3ccc(OC(=O)c4cccs4)cc3)[nH]c2c1	4	14	6.7	23	-4	9	-8	31*	-283	-2
Cc1cc(=O)oc2c1c(C)nn2-c1ccc(Br)cc1	6	15	0.1	0	17	-5	-2	6	0	-3
O=C1N(Cc2cccnc2)C[C@@H]2C[C@@H](c3ccccc3C#Cc3ccccc3)N3CCC[C@@]123	5	26	-0.3	-8	-24	7	4	3	-8	-1
Cc1ccccc1C(=O)Nc1ccc(C(=O)N/N=C/c2ccc(O)c(Br)c2)cc1	2	45	-0.8	22	-1	0	6	1	-4	-14

New compounds follow.
SMILES	IEC-6 cytotox	AI-2 QS mod	HIF activator	HSF-1 act	KLF5 inh	HSF1 inhib	HDAC3 inh	HSP90 refold inh	aSyn UTR inh	Platelet DG rel
O=C(NC1CCCCC1)C1CCCN(S(=O)(=O)c2cnc[nH]2)C1 (centres undefined)	-2	15	/	4	-43	2	7	-2	2	0
CCN(CC(=O)Nc1ccc(Cl)c(C(F)(F)F)c1)CC(=O)NC1CCS(=O)(=O)C1 (centres undefined)	6	30	0.2	3	-11	10	3	0	6	0
Cc1ccc(-c2cc(C(=O)n3cnc4ccccc43)c3ccccc3n2)cc1C	11	23	1.3	43	-108	26	5	4	-33	6
O=C1CCCc2c1cc(C(=O)NC1CCSC1=O)c(=O)n2-c1ccccc1 (centres undefined)	-2	3	0.1	2	-42	-9	4	-3	19	-13
CCOc1ccc(C2C(C#N)=C(N)Oc3nc[nH]c(=O)c32)cc1OC (centres undefined)	-1	4	-0.8	4	-4	-1	-2	0	-12	0
Cc1nn(CCC#N)c(NC(=O)c2ccccc2)c1P(=O)(Nc1ccc(Br)cc1)N1CCOCC1 (centres undefined)	-2	9	1.4	-2	-22	7	2	-3	-34	-4
Cn1nccc1C(=O)N1CCCC(Nc2ccc(F)cc2)C1 (centres undefined)	-8	30	0.1	-9	-22	2	0	4	-17	-8
COc1ccc(OC)c(N(CC(=O)N2CCc3ccccc3C2)S(C)(=O)=O)c1	-7	21	-0.2	23	-33	-1	1	-3	33	4
C=CCn1c(Br)nc2c1c(=O)[nH]c(=O)n2C	-5	0	-1.0	7	-35	0	3	-7	-11	0
CC(=O)n1c(-c2ccccc2)c(-c2ccccc2)n(C)c1=O	/	7	0.0	21	/	3	-6	/	-13	1
O=C1NC2(CCCCCC2)N=C1c1ccc(F)cc1	5	25	-0.6	0	-34	2	2	5	-31	-10
COC(=O)C1CCN(c2ccc(Cl)nn2)CC1	8	17	-0.4	2	-19	-8	2	6	5	-2
CCOC(=O)c1ccc(NC(=S)NN2CCN(C)CC2)cc1	-3	10	-0.1	-15	-8	-2	0	-4	2	17
COCC(=O)N1CCC(Oc2ccc(C(=O)NC(C)c3nc(C)sc3C)cc2)CC1 (centres undefined)	8	9	0.5	0	-2	0	1	1	11	-1
COC/C=C/C1=CC2=CC(=O)C(C)(OC(=O)c3cnc4ccccc4n3)C(=O)C2=CN1c1ccccc1 (centres undefined)	/	28	0.3	7	/	8	11	/	-4	1
O=C(OCc1cc2ccccc2[nH]c1=O)c1ccncc1	-1	4	-0.1	-8	-24	-3	-1	2	-5	13
O=C(c1cccc(C(F)(F)F)c1)N1CCCCCC1	-1	10	-0.6	3	-37	-4	1	-4	4	-3
CC(OC(=O)c1ccco1)C(=O)Nc1ccc(Cl)cn1 (centres undefined)	0	-2	1.2	4	8	-4	1	7	-2	-4
O=C1c2cccnc2C(=O)N1C1CCCCC1	-1	5	-0.3	15	-22	2	1	6	5	-3
Cc1oc2cc(OC(=O)c3ccco3)ccc2c(=O)c1-c1nc2ccccc2n1C	0	15	-0.2	9	-11	10	1	5	17	2
Cc1cc(C)n(-c2cc(-c3ccccc3)nc(C)n2)n1	7	29	0.0	2	4	-2	-1	1	2	-15
COCCN1CN(S(=O)(=O)c2cccc(Cl)c2)c2nc3ccccc3nc21	-8	9	0.2	-5	-18	4	0	-6	21	0
COc1ccccc1Nc1nn2c(=O)c3ccc(C(=O)N4CCCCC4)cc3nc2s1	4	10	-0.6	6	-26	4	13	-1	11	3
COc1ccc(-c2cccc(NS(=O)(=O)c3ccc([N+](=O)[O-])cc3)c2)nn1	/	-1	-51	2	/	-2	-2	/	-14	-5
CC(=O)Nc1ccc(C(=O)NNC(=O)c2ccc(Cl)cc2Cl)cc1	2	8	1.9	-5	-53	9	-3	5	-3	6
Cc1cc(C)nc(N/N=C/c2cc(C)n(CC(F)(F)F)c2C)n1	-7	16	0.3	-12	-10	-8	2	-2	-13	-2
CC1CCN(S(=O)(=O)c2ccc(C(=O)Nc3ccccn3)cc2)CC1	/	33	2.4	6	/	11	/	/	-120	0
COc1ccc(-c2cc(-c3ccccc3)n[nH]2)c(O)c1	5	7	2.7	45	-224	28	-1	1	-217	8
O=C(/C=C/c1ccccc1[N+](=O)[O-])NCc1cccnc1	0	6	0.3	23	-13	-3	1	2	-27	-13
Cc1cc(C)nc(Nc2ccc(Br)cc2C(=O)O)n1	-4	12	-0.4	2	-33	-10	4	-5	18	2
COc1ccc2c(COC(=O)CC3Sc4ccccc4NC3=O)cc(=O)oc2c1 (centres undefined)	4	14	0.2	-7	15	6	-2	0	-46	-2
COc1ccc(CNC(=O)c2ccc(Cn3cc(Br)cn3)o2)cc1	-4	2	-0.1	29	-44	-2	/	6	9	4

This is a random part of the collection, and some 5% of all compounds hit somewhere here.
